NRP1-CendR mod – NRP-1/CendR interaction modulation; O14786; FAM-RPARPAR peptide binding to NRP-1, fluorescence polarization; inhibition, % at 25 µM; hit rate 0.85% among 360,000; AID 602438;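 active = inhibition or corrected inhibition above about 18%, plus a signal ratio from 0.5 to 1.5, limit read from the data, passing the limit was not always enough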; note: strong numbers were not always called active
MT1-MMP act inh – inhibitors of human MT1-MMP activation | AID 651647 | hit rate 0.061% among 360,000 | HT1080 RFP-PRO-GFP cells, GFP/RFP ratio fluorescence, overnight; percent of plate control window, DMSO zero | GFP/RFP ratio change, % at 20 µM;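 active = GFP/RFP ratio change of at least 30% with cell ATP level not reduced by more than half and red fluorescence within 50% of control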; note: strong numbers were not always called active
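Material: RFP-PRO-GFP reporter HT1080 cells. Dosing: single-point 20 µM compound, 1% DMSO. Controls: DMSO and RFP-L50D-GFP cell wells. Timing: cells overnight before dosing, compound overnight, 37 °C, 5% CO2. Measure: GFP/RFP fluorescence ratio.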
bovine MsrA act – bovine methionine sulfoxide reductase A activation | purified bovine MsrA, absorbance read-out | hit rate 0.3% among 360,000 | activation, % at 10.6 µM; in the data active = activation above about 7.5%;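 note: 0% = vehicle and 100% = reference activator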
FAS TE block – inhibitors of human fatty acid synthase thioesterase domain; recombinant FAS-TE, OMFH fluorogenic substrate, fluorescence endpoint; P49327; hit rate 0.67% among 360,000; inhibition, % at 15 µM;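 active = compounds whose normalised, plate-corrected inhibition of enzyme fluorescence in the single-dose primary screen is 50% or more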;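 note: 0% = DMSO with enzyme and 100% = substrate without enzyme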
SKN-1 block – blocks SKN-1 activity in C. elegans; C. elegans VP596 Pgst-4::GFP/RFP ratio, acrylamide-induced, 24 h; inhibition, % at 21.8 µM; hit rate 0.49% among 360,000; AID 624304;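 active = interference check ratio from 0.5 to 1.5 plus GFP to RFP signal ratio inhibition reaching or exceeding a fixed threshold, cut at about 30% in these data, passing the limit was not always enough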; note: some compounds called inactive have numbers as strong as hits
TbMetRS inhib – blocks T. brucei methionyl-tRNA synthetase activity | purified T. brucei MetRS, ATP depletion, Kinase-Glo luminescence | inhibition, % at 11.9 µM | hit rate 0.4% among 360,000;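 active = inhibition above a per-plate cutoff of the control wells' mean inhibition plus 3 SD, cut at about 5.5% in these data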;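 note: 0% = DMSO wells median and 100% = median of wells with control inhibitor compound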
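Test system: purified T. brucei MetRS enzyme. Also added: ATP, methionine and E. coli bulk tRNA substrates. Compound: 11.9 µM single point. Schedule: 15 min enzyme-compound preincubation, 2 h reaction, 10 min detection, 25 °C. Signal: luciferase luminescence of residual ATP, Kinase-Glo. Evaluation: percent inhibition versus plate control medians. Controls: DMSO wells, low control.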
MsrA inh – inhibits bovine methionine sulfoxide reductase A; purified bovine MsrA, absorbance read-out; inhibition, % at 15.5 µM; hit rate 0.75% among 360,000; in the data active = inhibition above about 4.5%;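 note: 0% = vehicle wells with enzyme and 100% = reference inhibitor wells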
PABP1 MLLE inh – blocks PAM2 peptide binding to the PABP1 MLLE domain | P11940 | hit rate 0.36% among 360,000 | inhibition, % at 20 µM | GST-MLLE / FITC-PAM2 fluorescence polarization; in the data active = inhibition above about 35%, passing the limit was not always enough;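 note: plate controls were DMSO wells with GST-MLLE for no effect and wells lacking GST-MLLE protein for full effect; some results filed as inactive read as strong as hits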
Target sequence (P11940 whole entry, looked up, the tested form may be a part): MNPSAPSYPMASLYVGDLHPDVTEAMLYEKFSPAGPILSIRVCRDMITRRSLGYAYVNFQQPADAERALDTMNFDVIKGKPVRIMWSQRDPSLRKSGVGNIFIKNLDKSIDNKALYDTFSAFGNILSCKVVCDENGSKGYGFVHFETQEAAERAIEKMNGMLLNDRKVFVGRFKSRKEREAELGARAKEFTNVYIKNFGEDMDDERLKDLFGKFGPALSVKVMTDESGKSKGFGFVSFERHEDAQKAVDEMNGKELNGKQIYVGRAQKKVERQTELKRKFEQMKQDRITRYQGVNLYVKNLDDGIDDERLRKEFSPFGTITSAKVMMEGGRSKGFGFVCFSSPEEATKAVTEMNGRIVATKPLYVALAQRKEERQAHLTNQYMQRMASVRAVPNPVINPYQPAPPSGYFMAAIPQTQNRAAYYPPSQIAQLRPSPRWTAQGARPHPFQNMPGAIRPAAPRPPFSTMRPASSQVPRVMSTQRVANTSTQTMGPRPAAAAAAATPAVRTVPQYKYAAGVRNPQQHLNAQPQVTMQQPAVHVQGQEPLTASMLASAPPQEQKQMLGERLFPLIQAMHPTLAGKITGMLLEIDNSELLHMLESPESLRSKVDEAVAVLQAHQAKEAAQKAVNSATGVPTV
E coli Lon inh – inhibits E. coli Lon protease; P0A9M0; purified E. coli Lon protease, fluorescence polarization; inhibition, % at 7.94 µM; hit rate 0.42% among 360,000; in the data active = inhibition above about 13%, passing the limit was not always enough;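 note: 0% = enzyme with probe and DMSO and 100% = no enzyme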
* marks the source's active call; other numbers are inactive results; . = not tested or not shown.

mol	NRP1-CendR mod	MT1-MMP act inh	bovine MsrA act	FAS TE block	SKN-1 block	TbMetRS inhib	MsrA inh	PABP1 MLLE inh	E coli Lon inh
COc1ccc(CCNC(=O)Nc2nnc([C@@H]3C[C@H](O)[C@@H](CO)O3)s2)cc1OC	1	-6	-10	-2	-1	-0.3	1.5	6	-6
Cc1cccc(OCc2n[nH]c(=S)o2)c1C	6	-4	1	-10	-1	-0.6	-1.1	-120	9
CCOc1ccc(-n2cc(C(=O)Nc3ccc(Cl)cn3)c3cc(OC)c(OC)cc3c2=O)cc1	-2	-12	-3	-4	-13	0.6	1.3	-18	3
COc1cc(C(=O)NNc2nc3cc4c(cc3s2)OCO4)cc(OC)c1OC	-5	-1	-1	1	2	0.6	0.4	-106	-23
Oc1ccc(-c2cccc(-c3ccc(O)cc3)c2)cc1	7	-10	-1	16	1	1.7	0.4	-5	-9
COc1ccc(C(=O)NNC2CC(=O)N(Cc3ccccc3)C2=O)cc1OC (stereo unspecified)	10	-2	-13	-8	-7	-1.6	0.7	5	2
CC(C)c1[nH]nc2c1C(C1C=CCCC1)C(C#N)=C(N)O2 (stereo unspecified)	-11	-2	-7	6	-10	-0.5	1.2	-8	10
N/C(=N\c1nc2ccccc2o1)NC(=O)c1ccc(Cl)cc1	8	3	-5	-1	7	-1.2	-0.1	2	2
Cc1onc(-c2ccccc2Cl)c1C(=O)N1CCCCC1C (stereo unspecified)	-5	0	-2	0	8	-0.2	-0.9	-13	4
CCC(CC)C(C(=O)NCc1ccccc1)N1CCN(C(=O)C2CCCO2)CC1 (stereo unspecified)	5	0	.	.	6	-0.5	-1.3	.	.
CCOc1ccc(-n2c(-c3ccccc3)nnc2-c2ccccc2)cc1	-1	1	-1	-1	14	-0.3	-0.8	9	2
O=c1[nH][nH]c2c1[C@H](c1ccccc1)O[C@H](C1CCCCC1)C2	-4	1	-2	-25	2	-1.1	0.1	.	2
CCOC(=O)CN(C(=O)CSc1nnc(CNc2ccc(F)cc2)n1CC)c1ccc(F)cc1	-2	.	-12	-15	-16	-1.9	0.7	-14	-8
CCN(CC)S(=O)(=O)c1cccc(C(=O)N/N=C/c2ccc(OC)c(O)c2)c1	-7	-3	-10	-7	-15	-1.7	1.7	3	-5
Cc1ccc(N(CC(O)CN2CCOCC2)S(=O)(=O)c2ccc3ccccc3c2)cc1 (stereo unspecified)	-5	-3	0	4	7	-0.6	1.5	19	-5
Cc1cc(C)nc(SCc2ccccc2C#N)n1	3	0	4	8	1	-0.4	-1.1	7	-9
S=C1NCCOCCNC(=S)NCCOCCOCCOCCN1	-7	3	-7	-8	2	-1.2	0.5	-30	-6
Cc1ccccc1NC(=O)CCN1CCN(CCO)CC1	-2	-5	-4	-2	-4	0.0	-0.9	12	1
CC(NC(=S)NCCCN1CCOCC1)C1CC2CCC1C2 (stereo unspecified)	6	0	-3	7	-3	-0.2	0.0	-20	1
NC(=O)CC(NC(=O)c1ccccc1)c1ccc(NCCN2CCCCC2)c([N+](=O)[O-])c1 (stereo unspecified)	1	1	5	-13	12	-0.1	0.3	-11	-5
S=C(NCCc1ccccc1)N1CCn2cccc2C1c1cccnc1 (stereo unspecified)	-14	1	-1	18	4	-0.4	-0.2	-102	-2
CCOc1ccccc1NC(=O)CCCNC(=O)c1ccc(Cl)cc1	0	0	-1	-3	18	-0.3	-0.9	-7	-10
Cc1ccc2ccc(S(=O)(=O)n3nc(C)cc3C)cc2c1	-1	-1	-1	14	-2	-1.6	-1.4	2	-1
CCOC(=O)c1ccc(NC(=O)c2ncn3c2C(=O)N[C@H](C)C3)cc1	2	6	-9	-6	-3	-0.1	0.3	-4	-2
CCC(Sc1nnnn1C)C(=O)Nc1ccc(C(C)=O)cc1 (stereo unspecified)	13	1	0	-8	9	-0.2	0.3	-129	3
Cc1c(C(=O)N2CCN(C)CC2)oc2c1C(=O)CC(C)(C)C2	17	11	-4	-4	-4	-0.4	0.5	2	-11
CCOC(=O)CSc1nc2c(c(=O)[nH]c(=O)n2C)n1CCCc1ccccc1	-18	1	-2	1	6	-0.1	0.3	3	-2
CSc1nc2c(c(=O)[nH]c(=O)n2C)n1Cc1ccc(Cl)cc1	6	0	-2	10	2	-0.5	0.8	23	-8
Clc1cccc(CN2CCCCCC2)c1	4	-1	-2	-4	10	0.1	-0.5	4	-4
COc1ccc(C(=O)N(Cc2cccs2)C2CCS(=O)(=O)C2)cc1 (stereo unspecified)	-3	-1	-5	-4	12	-0.1	1.0	-9	-6
CCNC(=O)CN(CCc1ccccc1)S(=O)(=O)c1ccc(OC)cc1	-30	2	-10	-6	-3	-0.7	0.7	10	-5
CCC1S/C(=N/N=C/c2ccco2)N(c2ccc(F)cc2)C1=O (stereo unspecified)	-9	1	-4	-2	14	-0.3	0.3	5	-4
C=CCn1c(NC)cc(=O)n(C)c1=O	3	4	-3	-7	9	-0.4	-0.7	16	-3
CCCCN(CC)CCNC(=O)c1cn(-c2ccc(Cl)cc2)c(=O)c2ccccc12	5	0	-3	-1	27	-0.7	-1.0	0	3
O=C(NCCOc1ccccc1F)c1cc(F)c(F)cc1Cl	-5	3	1	-1	7	0.4	-0.2	-4	-8
CCN1CCN(S(=O)(=O)c2ccc(Cl)c(C(=O)N(CCc3ccccc3)Cc3ccccc3)c2)CC1	-2	8	-8	28	-13	-0.6	-1.0	-21	3
COc1ccc(C=O)cc1Cn1ccnc1C	8	7	0	-3	8	-0.3	1.0	-3	1
CC(=O)N1CCN(C(=O)c2cc(S(=O)(=O)NCc3ccccc3)ccc2C)CC1	14	-2	-3	0	14	-0.1	0.6	9	6
Cc1nc(C(=O)NCc2ccccc2)sc1C1(C)CC(c2ccccc2)=NO1 (stereo unspecified)	-2	6	-3	16	10	0.0	1.0	7	2
Cc1c(C(=O)Nc2ccccc2F)sc2ncn(CC(=O)N3CCCCC3)c(=O)c12	-9	0	-2	-1	5	-0.1	0.8	-5	-1
CCOc1ccc(CCNC(=O)c2ccc3nc(CC)c(CC)nc3c2)cc1	-1	1	-11	-4	11	-0.9	0.3	-10	-7
O=C(O)Cc1sc(-c2ccccc2)nc1-c1cccs1	-5	-2	-5	-2	-1	-0.8	0.6	22	5
O=C(O)Cn1cnc2sc3c(c2c1=O)CCCC3	5	-1	-4	-7	9	-1.1	-0.8	-6	-3
O=C(COC(=O)C1(c2ccc(F)cc2)CCCC1)Nc1ncc(C(F)(F)F)cc1Cl	-6	-2	3	36	10	-0.7	0.3	7	3
CCCCN(Cc1ccccc1)S(=O)(=O)c1c(N)n(C)c(=O)n(C)c1=O	10	-2	-2	-2	12	0.1	-1.0	-8	-17
Fc1ccc(NC(=S)N2CCCC2)cc1Cl	0	0	-7	-9	-3	-0.3	-1.2	-129	-3
CN(C)CC(O)CN1C(=O)N(CN2C(=O)N(CC(O)CN(C)C)C(=O)C2(C)C)C(C)(C)C1=O (stereo unspecified)	-2	-2	-12	-5	-10	-1.7	0.4	6	-4
Cc1c(C(=O)NNC(=O)c2csc(N3CCOCC3)n2)oc2ccccc12	-23	2	-3	-5	5	-0.2	0.2	-7	4
CCC(=O)N1CCc2cc(S(=O)(=O)NCCCN3CCN(Cc4ccccc4)CC3)ccc21	10	6	0	-6	-5	-0.1	0.5	0	3
Oc1ccccc1C(=S)N1CCCCC1	6	2	-1	-6	-13	-0.2	-0.7	36	-3
CN(Cc1ccon1)C(=O)c1ccc2nc(Cc3cccc(Cl)c3)oc2c1	-10	2	-14	-6	-10	-0.6	0.0	-21	-5
Cc1[nH][nH]c(=O)c1N=Nc1ccc(Cl)cc1	-6	9	-3	14	1	-0.3	1.6	5	-3
CCc1nnc(NC(=O)c2ccncc2)s1	13	-2	-2	-2	4	-0.6	5.6*	2	12
Cc1onc(-c2ccccc2)c1C(=O)N/N=C/c1ccccc1OC(C)C	-3	-2	-2	11	1	1.1	-0.2	6	2
c1ccc(COc2ccc(-c3cc4nc(NCc5ccc6c(c5)OCO6)ccn4n3)cc2)cc1	-15	-1	-5	24	2	0.3	0.0	-21	-11
CCOc1ccc(-c2cc(C(=O)Nc3cccc(C(F)(F)F)c3)[nH]n2)c(C)c1	1	-1	-2	4	5	0.1	0.1	-8	1
O=C(CSc1ncccn1)N/N=C/c1ccc2c(c1)OCO2	2	-3	-2	-2	-6	-0.6	1.8	0	-19
COc1ccc(CCNC(=O)CN2C(=O)c3ccccc3S2(=O)=O)cc1OC	17	2	0	-3	-6	-0.1	0.9	1	-12
CC(C)(C)C(=O)NC(=S)Nc1ccc(C(F)(F)F)cc1	0	1	4	21	-7	-0.3	0.5	2	-5
CC12C(=O)N(c3nccs3)C(=O)C1C1C=CC2C1 (stereo unspecified)	-6	-4	-2	-7	-1	-0.1	0.5	-3	-2
CC(NC(=O)CCNC(=O)c1ccco1)c1ccc(F)cc1 (stereo unspecified)	19	0	-3	-5	2	-0.1	1.7	-40	-6

High-throughput results from PubChem.
